High-throughput results as filed in PubChem BioAssay.
Menin-MLL TR inh – qHTS Assay for Inhibitors Targeting the Menin-MLL Interaction in MLL Related Leukemias: Competition With Texas Red Labeled MLL-derived Mutant Peptide; O00255; Menin + Texas Red MLL mutant peptide, fluorescence polarization; Potency, µM (doses to about 61.6 µM), for the others: top-dose FP activity change, negative = inhibition, actives largely listed as inhibitors; 270,000 compounds, 0.23% hits; active means well fitted inhibition curve with a large enough effect in the polarisation, with a control signal flat, not every such curve was filed as active; inconclusive means small, poorly fitted or top-dose-only effect, or effect the other way, or a change in a side signal; inactive means no such curve, though single readings can be large or run the other way; the % refers to the polarisation; further: potency means the concentration at half of the fitted maximal effect; % of control where 0% means no effect; many of its hits are not listed in these tables
S-ASM inh – Inhibitors of Secretory Acid Sphingomyelinase (S-ASM): qHTS. Sphingomyelin phosphodiesterase (Homo sapiens), P17405. placental ASM, HMU-PC fluorogenic substrate, 60 min. Potency, µM (series often up to 57.5 µM), for the others: top-dose activity change, negative = inhibition, hits mostly inhibitors. 340,000 compounds, 0.006% hits. AID 504937, 2011; further: potency means the concentration at half of the fitted maximal effect
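qHTS format. ASM enzyme prepared from human placenta hydrolyses the fluorogenic substrate HMU-PC0 (9 uM final) over 60 min at 37 °C after a 10 min compound preincubation.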
Eya2 phos inh – qHTS Assay for Inhibitors of the Phosphatase Activity of Eya2; 330,000 compounds, 0.006% hits; Protein phosphatase EYA2 (Homo sapiens), O00167; recombinant Eya2, OMFP fluorescence dephosphorylation (OMFP is methylfluorescein phosphate); Potency, µM (top dose mostly 76.9 µM), for the others: at the top dose activity, negative = inhibition, usual class: inhibitors; AID 488837, 2010; further: potency means the concentration at half of the fitted maximal effect; on the % scale 0 is the no-effect control and ±100 the full control effect
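Eya2 protein (added as 0.2 uM solution) was preincubated with compound for 10 min at ambient temperature in 50 mM HEPES pH 7.5, 50 mM NaCl, 5 uM MgCl2, 0.05% BSA, 1 mM DTT. OMFP (added at 50 uM) then reacted 10 min; fluorescence read at 485/525 nm.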
USP2a inh – qHTS Assay for Inhibitors of Ubiquitin-specific Protease USP2a Using CHOP2 as the Reporter. USP2 core, Ub-CHOP2 coupled fluorogenic reporter, 485/531. Potency, µM (titrated, usually from 38.3 µM), for the others: at the highest dose activity change, negative = inhibition, usual class: inhibitors. AID 463254, 2010. 330,000 compounds, 0.01% hits;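 further: potency means the concentration at half of the fitted maximal effect; plate controls were DMSO wells for no effect and full inhibition by NEM control for full effect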
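USP2 core (10nM final) preincubated 30min RT with compound in 20mM Tris-HCl pH 8.0, 2mM CaCl2, 2mM beta-mercaptoethanol, 0.05% CHAPS; 25nM Ub-CHOP2 plus 25nM reporter substrate added, fluorescence (Ex485/Em531) read after 60min.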
TSHR antag – Antagonists of the Thyroid Stimulating Hormone Receptor: HTS campaign; 330,000 compounds, 0.2% hits; Thyrotropin receptor (Homo sapiens), P16473; activity change, negative = inhibition, % at 11.5 µM; TSHR-expressing cells, TSH-stimulated cAMP HTRF, 2 h; active compounds read low;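 active means activity change below a set negative limit, meaning inhibition stronger than a set level, cut at about -70% in these data; inconclusive means activity change between two set negative limits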; further: on the % scale 0 is the no-effect control and ±100 the full control effect
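TSHR-expressing cells, 200/well, pre-treated with compound, then stimulated with EC80 TSH (4nM final) for 2 hours at 37 deg C. cAMP measured by competitive HTRF: anti-cAMP cryptate antibody in lysis buffer plus cAMP-d2, read after 30 minutes at room temperature.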
hERG WT inh – qHTS for Inhibitors of KCHN2 3.1: Wildtype qHTS | activity change, % at 1.84 µM | Voltage-gated inwardly rectifying potassium channel KCNH2 (Homo sapiens), Q12809 | 340,000 compounds, 0.37% hits | AID 720551, 2013 | U2OS, BacMam KCNH2, thallium flux FluxOr; active compounds read low;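 active means maximum activity change below -70%; inconclusive means maximum activity change between -70% and -50%; inactive means maximum activity change above -50%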; further: on the % scale 0 is the no-effect control and ±100 the full control effect
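U2OS cells were transduced with wild-type KCNH2 virus (2.03 x 10^8 / mL) for 4 h at room temperature, then cultured overnight at 37 C. Thallium flux was read with FluxOr dye. Rate constants were normalized to DMSO controls.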
Mito fusion yeast – qHTS Assay for Small Molecule Inhibitors of Mitochondrial Division or Activators of Mitochondrial Fusion; S. cerevisiae fusion-defective mutant growth rescue, CellTiterGlo 48 h; 320,000 compounds, 0.23% hits; Potency, µM (titrated, usually from 46.1 µM), for inactives: at the top dose growth rescue (activation), actives largely listed as activators; AID 485298, 2010;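 further: potency means the concentration at half of the fitted maximal effect; % of control where 0% means no effect; nearly all actives have a fitted effect of over 45% in size; temperature-sensitive fusion mutants such as fzo1-1 at 37 °C on non-fermentable ethanol glycerol medium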
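Compounds are tested for their ability to restore growth of mitochondrial fusion-defective yeast strains at non-permissive 37C in YPEG medium over 48 hours. Viability is quantified by luciferase luminescence.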
PKM2 activator – qHTS Assay for Activators of Human Muscle isoform 2 Pyruvate Kinase. Pyruvate kinase PKM (Homo sapiens), P14618. purified PKM2, Kinase-Glo ATP luminescence, activation; response scale: 0% is enzyme alone, no compound. Potency, µM (titrated, usually from 57.5 µM), without a hit: top-dose activation, hits mostly activators. 260,000 compounds, 0.34% hits. AID 1631, 2009; further: potency means the concentration at half of the fitted maximal effect; on the % scale 0 is the no-effect control and ±100 the full control effect; nearly all actives have a fitted effect of over 55% in size
Target sequence (P14618 whole entry, looked up, canonical isoform): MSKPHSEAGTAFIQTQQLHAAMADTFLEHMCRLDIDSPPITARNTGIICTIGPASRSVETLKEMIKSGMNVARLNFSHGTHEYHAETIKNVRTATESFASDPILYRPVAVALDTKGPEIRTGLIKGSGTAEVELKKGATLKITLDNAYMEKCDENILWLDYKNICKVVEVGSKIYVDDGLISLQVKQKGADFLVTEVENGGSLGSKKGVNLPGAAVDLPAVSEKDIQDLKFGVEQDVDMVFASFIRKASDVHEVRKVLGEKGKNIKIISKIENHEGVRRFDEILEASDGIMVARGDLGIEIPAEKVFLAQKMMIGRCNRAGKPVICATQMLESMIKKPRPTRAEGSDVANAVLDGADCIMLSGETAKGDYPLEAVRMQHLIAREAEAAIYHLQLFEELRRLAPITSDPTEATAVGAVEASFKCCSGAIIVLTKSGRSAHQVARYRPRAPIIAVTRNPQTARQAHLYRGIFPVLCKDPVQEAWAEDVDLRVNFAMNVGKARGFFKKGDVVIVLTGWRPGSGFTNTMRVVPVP
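Purified hPK-M2 (>95% pure) converted ADP (0.1 mM final) to ATP with 0.5 mM PEP in 50 mM imidazole pH7.2, KCl, MgCl2, Tween 20, BSA; 1 h at room temperature. ATP detected by Kinase-Glo luminescence.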
BCR signal inh – qHTS Assay to Find Inhibitors of Chronic Active B-Cell Receptor Signaling. Potency, µM (top dose mostly 46.1 µM), inactives show top-dose ratio change, negative = lower green/red ratio, actives largely listed as inhibitors. ABC-DLBCL IkBa-CBG/CBR reporter, luminescence ratio, 4 h. 340,000 compounds, 0.05% hits; active means well fitted inhibition curve with a large enough effect in the signal ratio, with a control signal flat, not every such curve was filed as active; inconclusive means small, poorly fitted or top-dose-only effect, or effect the other way, or a change in a side signal; the % refers to the signal ratio;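 further: potency means the concentration at half of the fitted maximal effect; plate controls were basal doxycycline-induced cells for no effect and cells given 10 µM MG132 for full effect; MG132 reads +100%, hits lower the ratio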
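TMD8 ABC-DLBCL cells carrying doxycycline-inducible green luciferase fused to IkappaBalpha plus unfused red luciferase were exposed to compounds (up to 46 uM) for 4 hrs at 37C. Activity came from the overlap-corrected green/red luminescence ratio.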
GALK inhibitor – qHTS Assay for Inhibitors of Human Galactokinase (GALK). AID 1868, 2009. Potency, µM (doses to about 57.5 µM), inactives show top-dose activity change, negative = inhibition, most hits filed as inhibitors. P51570. Purified GALK, Kinase-Glo residual ATP luminescence. 270,000 compounds, 0.007% hits; further: potency means the concentration at half of the fitted maximal effect; on the % scale 0 is the no-effect control and ±100 the full control effect
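Compounds were pin-transferred into ATP buffer (35 uM final), then GALK plus galactose (5 nM, 100 uM final) was added. After 1 h at room temperature, Kinase-Glo Plus was added and luminescence read after 10 min.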
MBNL1 CUG block – qHTS Assay for Inhibitors of MBNL1-poly(CUG) RNA binding; AID 2675, 2010; Potency, µM (doses to about 57.5 µM), inactives show top-dose activity change, negative = inhibition, usual class: inhibitors; Muscleblind-like protein 1 (Homo sapiens), Q9NR56; TR-FRET MBNL1-His/biotin-(CUG)12 binding, 665/545 ratio; 280,000 compounds, 0.036% hits; active means well fitted inhibition curve with a large enough effect in the signal ratio, with a control signal flat, not every such curve was filed as active; inconclusive means small, poorly fitted or top-dose-only effect, or effect the other way, or a change in a side signal; inactive means no such curve, though single readings can be large or run the other way; the % refers to the signal ratio; further: potency means the concentration at half of the fitted maximal effect; on the % scale 0 is the no-effect control and ±100 the full control effect
Target sequence (Q9NR56 whole entry, looked up): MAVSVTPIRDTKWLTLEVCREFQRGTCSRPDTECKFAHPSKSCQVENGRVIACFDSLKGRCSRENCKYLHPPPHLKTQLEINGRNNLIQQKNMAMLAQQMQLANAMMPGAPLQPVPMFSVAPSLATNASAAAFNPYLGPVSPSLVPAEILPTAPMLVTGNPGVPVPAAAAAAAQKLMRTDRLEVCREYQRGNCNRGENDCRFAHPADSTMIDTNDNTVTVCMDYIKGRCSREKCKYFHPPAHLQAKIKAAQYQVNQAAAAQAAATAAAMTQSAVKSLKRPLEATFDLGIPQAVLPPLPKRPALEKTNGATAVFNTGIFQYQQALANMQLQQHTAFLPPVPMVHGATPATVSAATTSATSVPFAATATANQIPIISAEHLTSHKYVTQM
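Compound titration spanned 92 nM–58 uM against the MBNL1-His/biotin-(CUG)12 complex. After 60 min at room temperature with 5 nM streptavidin-XL665 and 0.055 ng/ul terbium anti-His, ratiometric 665/545 nm emission (Ex 340 nm) normalized to controls.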
Active calls of the source: *; ? = inconclusive; nt = not tested or not shown; [ ] = another dose, or the depositor's remark. Unless noted, the call rests on the fitted dose curve; in most records, active means well fitted curve in the direction sought with a large enough effect; inconclusive means small, poorly fitted or top-dose-only effect, or another doubt; inactive means no such curve, though single readings can be large; an effect the other way counts as inactive or inconclusive. This is a subset; rates above refer to the full screens.

#	Structure	Eya2 phos inh	S-ASM inh	MBNL1 CUG block	GALK inhibitor	Menin-MLL TR inh	TSHR antag	hERG WT inh	PKM2 activator	Mito fusion yeast	USP2a inh	BCR signal inh
1	Oc1ccc2ccccc2c1C=Nc1ccccc1Br	-2.4%	-1.7%	6.2%	6.9%	?	9.9	-22.2	-0.1%[11.5 µM]	-0.7%	-0.5%	-15.3%
2	COc1cc(CN2CCN(c3ncccn3)CC2)cc(OC)c1	?	-1.0%	-3.2%	2.3%	-13.8%	-3.9	-0.4	-1.2%	0.9%	-0.2%	-4.4%
3	O=C(CN1CCOCC1)OCCCc1ccccc1	-1.4%	6.2%	-2.7%	-1.0%	?	-6.0	-8.3	1.6%	1.4%	-0.3%	-0.2%
4	O=c1ccnc(Nc2ccc(Cl)cc2)[nH]1	10.7%	0.4%	nt	-1.9%	nt	-2.7	5.1	-2.4%	-0.1%	-1.0%	0.8%
5	CCC(CO)N=CC1=C(O)C(C(=O)c2ccccc2)CCC1=O (configuration not stated)	-32.4%	-0.9%	9.0%	-0.4%	1.3%	-0.6	16.0	-1.9%	-4.4%	-3.9%	7.3%
6	C(=N\n1cnnc1)/c1cccn1-c1ccccc1	21.4%	1.8%	-4.1%	2.7%	2.0%	9.5	6.3	28.2µM*	3.1%	-6.9%	-1.6%
7	CN(C)c1ccc(S(=O)(=O)N(C)C)cc1NC(=O)Cc1cccc2ccccc12	-4.3%	?	-5.6%	0.9%	-3.9%	-32.4	-0.6	5.3%	31.3%	-9.0%	10.6%
8	COc1ccc(-c2nnn(CC(=O)N(CC3CCCO3)C(C(=O)NC(C)(C)C)c3ccco3)n2)cc1OC (configuration not stated)	-4.1%	-0.4%	-2.4%	-0.7%	-10.0%	0.1	0.3	0.9%	0.5%	2.7%	?
9	Cc1cc(/C=C/C(=O)O)c(C)n1-c1ccc(Cl)cc1	20.0%	4.6%	1.2%	0.5%	0.7%	-4.1	-4.7	4.2%	-2.5%	1.1%	2.9%
10	Cc1ccc2nc(SC(C)C(=O)N3CCCCC3)[nH]c2c1 (configuration not stated)	-4.9%	-2.3%	-8.9%	4.1%	-10.7%	5.7	-2.4	-13.8%	-8.4%	0.3%	1.5%
11	Cc1nn(C)c(C)c1S(=O)(=O)N(CC(=O)NCCCN1CC(C)CC(C)C1)c1ccc(C(C)C)cc1 (configuration not stated)	-5.4%	0.2%	-2.1%	5.7%	-26.4%	8.8	49.9	-1.3%[0.46 µM]	-8.6%	0.1%	2.7%
12	Brc1ccc2[nH]c3c(c2c1)CCC3	3.3%	-4.1%	nt	-3.8%	nt	24.2	-9.7	4.4%	-1.6%	4.2%	6.1%
13	CC(OC(=O)Cc1ccc(Cl)cc1)C(=O)NC1CCCCC1C (configuration not stated)	-12.3%	-5.4%	nt	nt	nt	4.9	-5.9	nt	10.6%	-4.9%	-8.6%
14	COC(=O)c1ccccc1NC(=O)c1c(O)c2cccc3c2n(c1=O)CCC3	-7.8%	nt	15.0%	-1.8%	3.6%	31.3	nt	-0.9%	1.4%	1.1%	-0.1%
15	Cc1ccc(N2C(=O)[C@@H]3[C@H](C2=O)C2c4ccccc4C=CN2[C@@H]3C(=O)c2ccco2)cc1 (some centres not stated)	-5.1%	1.0%	?	-8.2%	-15.6%	-4.0	-4.4	18.7%	-0.4%	1.5%	4.4%
16	Clc1ccc(Nc2nc(N3CCOCC3)nc(N3CCOCC3)n2)cc1Cl	-3.5%	-7.3%	-5.1%	-0.2%	nt	12.6	4.4	nt	0.1%	0.4%	-1.3%
17	O=C(NC(=O)N1CCCCC1)c1ccc(Cl)cc1	10.9%	4.5%	-3.2%	-4.1%	nt	0.0	21.3	-8.9%	-1.5%	3.0%	-5.0%
18	Cn1ccnc1C(O)c1ccco1 (configuration not stated)	10.4%	4.2%	-2.4%	2.2%	-26.9%	-5.6	2.6	8.0%	1.8%	0.2%	7.4%
19	COc1ccc(C2c3[nH]c4ccccc4c3C[C@H]3C(=O)N(CCCO)CC(=O)N23)c(OC)c1 (some centres not stated)	-17.6%	-0.8%	-4.2%	-3.9%	17.0%	-9.8	1.6	nt	-2.7%	3.5%	-8.0%
20	CCOC(=O)CC(=O)CSc1ncc(C(=O)OCC)c(N)n1	12.2%	0.0%	-3.0%	-1.2%	0.0%	-11.3	-3.8	10.4%	-1.1%	-1.7%	5.0%
21	O=C(COc1ccc(Cl)cc1)NNC(=O)c1ccc(=O)[nH]c1	-22.3%	3.7%	nt	nt	nt	-8.6	3.3	nt	nt	0.4%	1.2%
22	O=C(Nc1ccccc1Br)c1ccc2nccnc2c1	11.4%	-1.7%	?	0.3%	7.8%	-2.6	4.3	nt	-7.6%	-0.3%	-16.7%
23	N#C/C(=N/Nc1ccccc1F)C(=N)N1CCOCC1	5.5%	-9.3%	-0.1%	-0.8%	27.1%	-5.4	-1.8	4.6%	-6.2%	-3.3%	-16.8%
24	CS(=O)(=O)NCc1ccc(C(=O)NCc2ccccc2)cc1	-1.3%	4.3%	7.9%	0.1%	-0.8%	-25.6	-4.5	-4.1%	7.5%[9.22 µM]	2.7%	?
25	COC(=O)c1nn(-c2cccc(C(F)(F)F)c2)ccc1=O	-10.8%	-0.3%	3.0%	0.4%	1.8%	13.7	-2.2	nt	11.5%	0.1%	?
26	COc1ccc(CCNC(=O)Cn2nnc(-c3ccc(N(C)C)cc3)n2)cc1OC	4.9%	-3.3%	146.5%[activator]	-0.4%	1.2%	2.9	-15.8	6.7%	-0.2%	3.9%	?
27	COC(=O)CN1CCN(C(=O)c2ccc(F)cc2)c2ccccc2C1	-4.5%	5.5%	-2.6%	3.7%	-3.4%	-6.2	3.7	0.1%	1.4%	-0.7%	-1.1%
28	COc1ccccc1CC(=O)N1CCCC1	-7.2%	2.3%	1.7%	-2.8%	-3.8%	-1.8	8.1	1.8%	-0.7%	0.4%	-1.7%
29	CCOC(=O)c1c(NC(=O)COc2ncnc3ccccc23)sc(C(C)=O)c1C	4.1%	-2.5%	97.4%[activator]	1.7%	-9.5%	-1.1	24.0	1.6%	14.1%	4.1%	-1.4%
30	COc1cccc(NC(=O)CN(C)C(=O)c2cc(S(=O)(=O)NCc3ccccc3)ccc2C)c1	3.6%	-1.1%	-6.7%	-3.1%	13.0%	29.2	-8.7	2.4%	0.4%	1.0%	-1.0%
31	COC(=O)c1c(NC(=O)CN2CCN(Cc3ccc4c(c3)OCO4)CC2)sc(C)c1C	-5.1%	-8.8%	0.5%	3.8%	?	-10.1	-21.8	-0.1%	5.1%	-1.2%	-15.7%
32	COc1ccc(OCc2nc3ccccc3n2C(C)C)cc1	-8.9%	1.2%	8.3%	6.3%	?	-20.3	6.8	-7.0%	23.8%	-1.1%	16.6%
33	Cc1cc(NC(=O)C(C)C)ncc1NC(=O)Cc1ccccc1	-5.0%	1.3%	1.6%	-1.0%	7.6%	1.7	-2.7	0.6%	0.3%	4.1%	0.0%
